Efflux pump inh: antifungal efflux pump inhibition, Nile Red retention; AID 485275; S. cerevisiae Candida pump triplex; inhibition, % at 10 µM; hit rate 0.44% among 330,000;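 active = plate passing quality check with inhibition over a set limit, or well fluorescence over plate mean plus 4 SD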;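 also: Nile Red retained in pooled yeast measured as flow cytometry median fluorescence; 0% = buffer negative control and 100% = Enniatin B positive control; higher means more Nile Red kept so more efflux inhibition; some compounds called inactive have numbers as strong as hits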
TPT1 inh: blocks Candida albicans tRNA 2'-phosphotransferase; recombinant caTPT1, FP RNA substrate dephosphorylation; inhibition, % at 5 µM; hit rate 0.81% among 300,000; AID 1962;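 active = inhibition above the mean of all tested compounds plus 3 SD, set per screening campaign, cut at about 24% in these data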;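 also: plate controls were DMSO alone for no effect and ferristatin control at 100 nM for full effect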
PP5 primary: PP5 (human) phosphatase inhibition. P53041. purified PP5c, OMFP substrate fluorescence. inhibition, % at 6.7 µM. hit rate 0.18% among 320,000;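 active = inhibition above the campaign's mean inhibition across all tested compounds plus 3 SD, cut at about 9.5% in these data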;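 also: 0% = DMSO only and 100% = 100 µM cantharidin control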
PREPL inhibitor: human PREPL enzyme inhibition; recombinant PREPL, fluorescence polarization activity-based probe; inhibition, % at 5.96 µM; hit rate 0.68% among 320,000; AID 2751; in the data active = inhibition above about 43%;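 also: 0% = enzyme with DMSO and 100% = wells lacking enzyme; many of its hits are not listed in these tables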
Fh CTSL1 inh: counter-screen for PFM18AAP inhibitors: inhibitors of F. hepatica cathepsin L1 | recombinant F. hepatica cathepsin L1, Z-Leu-Arg-MCA fluorescence | inhibition, % at 5.96 µM | hit rate 0.49% among 300,000;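 active = inhibition above the mean of all tested compounds plus 3 SD, set per screening campaign, cut at about 17% in these data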;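 also: 0% = plate median of test compound wells and 100% = 1 µM Z-Phe-Ala-diazomethylketone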
EBNA-1 inhibitor: blocks EBNA-1 binding to DNA | EBNA-1 DNA binding, fluorescence polarization | hit rate 0.34% among 300,000 | inhibition, % at 14.8 µM; in the data active = inhibition above about 28%
PP1 inh: counter-screen for PP5 inhibitors: inhibitors of human PP1-alpha. P62136. purified PP1alpha, OMFP fluorescence. inhibition, % at 6.7 µM. hit rate 0.9% among 320,000;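 active = inhibition above the mean inhibition of all tested compounds plus 3 SD, computed separately for each screening campaign, cut at about 15% in these data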
Target sequence (P62136 whole entry, looked up): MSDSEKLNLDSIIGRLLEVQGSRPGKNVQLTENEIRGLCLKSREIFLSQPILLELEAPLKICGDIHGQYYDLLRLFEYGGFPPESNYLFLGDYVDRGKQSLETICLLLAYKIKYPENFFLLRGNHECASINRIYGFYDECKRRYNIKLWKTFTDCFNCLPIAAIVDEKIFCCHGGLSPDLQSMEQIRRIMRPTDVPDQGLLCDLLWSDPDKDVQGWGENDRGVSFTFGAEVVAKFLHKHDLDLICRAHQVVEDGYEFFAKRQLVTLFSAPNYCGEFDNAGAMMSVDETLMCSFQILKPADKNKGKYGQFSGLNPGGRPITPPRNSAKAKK
core dimer inh: HCV core protein dimerization inhibition; TR-FRET GST/Flag-core106 dimerization, 1536-well; inhibition, % at 5 µM; hit rate 0.33% among 300,000; AID 1899;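 active = inhibition above the mean of all tested compounds plus 3 SD, set per screening campaign, cut at about 45% in these data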
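Assay system: GST-tagged and Flag-tagged HCV core protein residues 1-106 / Times: compound-protein-antibody incubation 4 h at 22.5 °C / Signal: time-resolved FRET, ex 340 nm, em 617 and 671 nm / Evaluation: % inhibition based on acceptor/donor emission ratio / Benchmarks: wells lacking GST-core106 and wells with excess unlabelled core106 / Repeats: singlicate, one well per compound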
ZTA DNA inh: blocks Epstein-Barr virus ZTA, an EBNA-1 counter-screen; hit rate 0.15% among 320,000; ZTA-DNA binding, fluorescence polarization; inhibition, % at 11 µM; AID 2234; P03206; in the data active = inhibition above about 33%
Target sequence (P03206 whole entry, looked up): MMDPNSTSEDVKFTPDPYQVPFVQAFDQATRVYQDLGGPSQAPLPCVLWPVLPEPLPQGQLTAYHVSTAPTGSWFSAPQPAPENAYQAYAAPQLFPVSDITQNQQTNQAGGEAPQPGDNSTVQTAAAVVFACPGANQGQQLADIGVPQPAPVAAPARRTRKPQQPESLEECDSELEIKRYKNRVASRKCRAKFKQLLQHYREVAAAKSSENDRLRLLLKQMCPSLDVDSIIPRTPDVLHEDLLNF
* = called active by the depositor; . = no result given. An excerpt (hit frequency here may not be typical).

SMILES | Efflux pump inh | TPT1 inh | PP5 primary | PREPL inhibitor | Fh CTSL1 inh | EBNA-1 inhibitor | PP1 inh | core dimer inh | ZTA DNA inh
COc1ccccc1N=c1oc2c(OC)cccc2cc1C(=O)NCc1ccco1 | 0.3 | -1 | -2.1 | 8 | 0 | 10 | 2 | 5 | 3
Fc1ccc(-c2nnn3c2nc(NCc2ccccc2)c2ccccc23)cc1 | 0.1 | 3 | 0.3 | 9 | 0 | 9 | -4 | 0 | 2
Fc1cccc(Nc2c3c(nc4ccccc24)CCC3)c1 | -0.1 | -2 | 1.1 | 9 | -1 | 7 | 0 | -4 | -2
c1ccc(Cc2nn3c(COc4ccccc4)nnc3s2)cc1 | 0.0 | 0 | 0.6 | -5 | -1 | -1 | 0 | 12 | 3
O=C1Nc2cc(C(=O)N3CCN(c4ccc(F)cc4)CC3)ccc2NC1CSCc1cccc(F)c1 (centres undefined) | 0.7 | 134* | -0.8 | 20 | 0 | 7 | 14 | 17 | 8
COc1ccc(NC(=O)CN2CCC(NC(=O)C3CCCCC3)CC2)c([N+](=O)[O-])c1 | -0.1 | 0 | -2.9 | -4 | 2 | -7 | -5 | 2 | 25
Fc1ccccc1/C=N/n1cc(-c2ccccc2)[nH]c1=S | -0.1 | 0 | -0.7 | 13 | 2 | 4 | 3 | 0 | 15
CCOC(=O)c1ccc(NCc2ccncc2)cc1 | 0.1 | 3 | 2.0 | 3 | 6 | -5 | -3 | -4 | -11
Cc1nnc(SCC(=O)Nc2ccc3c(c2)OCCO3)s1 | 0.0 | -3 | 1.3 | 2 | -2 | 3 | -3 | -2 | 0
CC(C)c1ccc(NC(=O)CN2CCN(C(=O)C3CCCO3)CC2)cc1 (centres undefined) | 0.0 | -3 | 0.7 | 11 | 1 | -3 | -3 | 0 | 3
COC(=O)C(Cc1ccc(O)cc1)NC(=O)C12CC3CC(CC(C3)C1)C2 (centres undefined) | -0.1 | 1 | 2.8 | 4 | -5 | 3 | -2 | -2 | 14
COc1ccc(-c2noc(N3CCC(C(=O)Nc4ccccc4F)CC3)n2)cc1 | 0.0 | 2 | -1.0 | 0 | 2 | 8 | -3 | 10 | 9
COC(=O)c1c(-c2ccccc2)noc1-c1ccccc1 | -0.2 | -5 | 1.6 | -3 | -1 | 2 | 3 | -1 | -9
CCCCOc1ccc(C(=O)NC)cc1 | -0.1 | -1 | -0.2 | 17 | 8 | -7 | 1 | -3 | -12
COc1nccnc1NS(=O)(=O)c1ccc(N/C=C2\CCCCC2=O)cc1 | 0.1 | -3 | 1.2 | -3 | 2 | 3 | -3 | 7 | -8

Entries of single compounds, quoted from the list:
CCOC(=O)c1ccc(NCc2ccncc2)cc1 across the screens: Efflux pump inh: 0.1; TPT1 inh: 3; PP5 primary: 2.0; PREPL inhibitor: 3; Fh CTSL1 inh: 6; EBNA-1 inhibitor: -5; PP1 inh: -3; core dimer inh: -4; ZTA DNA inh: -11
c1ccc(Cc2nn3c(COc4ccccc4)nnc3s2)cc1 across the screens: Efflux pump inh: 0.0; TPT1 inh: 0; PP5 primary: 0.6; PREPL inhibitor: -5; Fh CTSL1 inh: -1; EBNA-1 inhibitor: -1; PP1 inh: 0; core dimer inh: 12; ZTA DNA inh: 3

Limited to ZTA DNA inh, for 4 of the compounds above:
SMILES	ZTA DNA inh
Fc1ccccc1/C=N/n1cc(-c2ccccc2)[nH]c1=S	15
c1ccc(Cc2nn3c(COc4ccccc4)nnc3s2)cc1	3
CC(C)c1ccc(NC(=O)CN2CCN(C(=O)C3CCCO3)CC2)cc1 (centres undefined)	3
Cc1nnc(SCC(=O)Nc2ccc3c(c2)OCCO3)s1	0

More structures
SMILES | Efflux pump inh | TPT1 inh | PP5 primary | PREPL inhibitor | Fh CTSL1 inh | EBNA-1 inhibitor | PP1 inh | core dimer inh | ZTA DNA inh
COc1ccc(Cl)cc1Nc1nc(-c2sc(NC(=O)c3ccco3)nc2C)cs1 | 0.1 | 2 | 0.2 | 24 | 6 | 3 | 0 | 14 | 24
CCCC(C(=O)NCC1CCCO1)N(C(=O)CNS(=O)(=O)c1ccccc1)c1ccc(F)cc1 (centres undefined) | 0.0 | 2 | 1.8 | 7 | -2 | -21 | 3 | 2 | 7
COc1ccc(CN2CCC(C(N)=O)CC2)cc1OCc1ccccc1 | 1.0 | -3 | 2.8 | -3 | -2 | -1 | 4 | -10 | -1
CCOC(=O)c1sc(N(Cc2ccccc2)C(=O)COC(=O)c2ccc(O)cc2)nc1C | 0.6 | 0 | 2.7 | 1 | 0 | -5 | 1 | 7 | 12
Cc1cccc(/C(N)=N/OC(=O)CCCN2C(=O)c3ccccc3C2=O)c1 | 0.1 | -1 | -0.1 | 5 | -32 | -3 | 0 | 1 | -10
Cc1ccc(C(=O)CSC2=C(C#N)C(c3ccco3)C3=C(CCCC3=O)N2)cc1 (centres undefined) | 0.4 | -1 | 4.7 | 16 | 4 | -3 | 2 | 8 | -23
Cc1ccc(-c2nnc(N3CCN(c4ccccn4)CC3)c3ccccc23)cc1 | 0.0 | 3 | 3.1 | -58 | 3 | 2 | 3 | 4 | -2
COc1ccc(NC(=O)O/N=C2/CCCc3ccc(OC)cc32)cc1 | 0.1 | -3 | 1.7 | -2 | 3 | 6 | 2 | 10 | -6
COc1ccccc1C(=O)Nc1cccc(C(=O)c2ccccc2)c1 | 0.1 | 1 | 0.3 | 8 | 7 | -9 | 1 | 3 | -12
O=C(O)CNC(=S)N(Cc1ccco1)Cc1ccccc1Cl | -0.2 | 2 | 0.4 | 0 | -4 | 10 | 0 | -5 | -8
O=[N+]([O-])c1ccc(Cl)c(S(=O)(=O)n2ccnc2)c1 | 0.0 | -3 | -1.1 | 4 | 6 | 1 | -1 | -5 | -13
Cc1ccccc1Oc1ccc(Oc2ccccc2C)nn1 | -0.2 | -1 | 0.8 | 24 | 4 | -3 | 2 | 6 | -9
CCc1ccccc1OCC(=O)Nc1ccc(C)c(S(=O)(=O)N2CCCCCC2)c1 | 0.0 | . | 2.9 | 16 | . | . | 7 | . | 15
COc1ccc(-n2c3c(cc(C(=O)N4CCCCC4)c2=O)C(=O)CC(C)(C)C3)cc1 | 0.1 | -3 | 1.4 | 7 | 0 | 2 | -2 | 0 | -9
CCOC(=O)Oc1ccc(C(=O)OCCCN(C)C)cc1OC | 0.3 | 2 | 0.3 | 12 | -2 | -7 | 2 | -9 | 11
Cc1ccc(C)c(NC(=O)C2CCCN(S(=O)(=O)c3cccnc3)C2)c1 (centres undefined) | -0.1 | 0 | 1.6 | 6 | 0 | -14 | -2 | -8 | 1
O=C(c1ccsc1)N1CCCC(Nc2ccc(F)c(F)c2)C1 (centres undefined) | 0.2 | -1 | -7.4 | 23 | 2 | -9 | 2 | -3 | -9
Cc1nc2cc(NC(=O)NCCCO)ccc2o1 | -0.1 | 2 | 6.0 | -8 | 2 | 2 | 0 | -6 | -20
O=C1[C@@H]2CSCN2C(=O)CN1Cc1cccc(C(F)(F)F)c1 | -0.1 | -2 | -0.2 | 5 | -3 | 5 | -2 | 4 | 6
CCc1cc(C(=O)NNC(=O)CCN2CCN(c3ccccc3)CC2)sc1C | -0.1 | 2 | 1.5 | 8 | -1 | -10 | -2 | 0 | -4
CC(C)CNC(=S)NC1CC2CCCC(C1)N2C1CCCCC1 (centres undefined) | 0.0 | -1 | 1.4 | -1 | 0 | -2 | -4 | -2 | 5
O=C(NCc1ccccn1)c1cc(-c2ccncc2)nc2ccccc12 | 0.0 | 2 | -2.1 | -4 | -1 | 9 | -1 | 2 | 9
CC1CCN(CCCNC(=O)C2CCN(S(=O)(=O)N3CCC4(CC3)OCCO4)CC2)CC1 | -0.1 | -4 | 0.3 | 13 | -4 | -1 | 0 | -11 | 14
O=C(N/N=C/c1ccc([N+](=O)[O-])o1)c1cc2ccccc2o1 | 0.0 | 1 | 0.0 | 28 | 8 | 3 | -3 | 0 | 15
CCOc1ccc2[nH]c(=O)c(CN(Cc3ccco3)C(=O)c3cccc(F)c3)cc2c1 | -0.1 | 3 | 3.1 | -4 | 4 | -3 | -1 | 6 | 4
COc1ccc(CCN2CC(C(=O)Nc3cc(F)ccc3F)CC2=O)cc1OC (centres undefined) | 0.0 | 3 | -0.3 | 1 | -4 | -5 | -7 | 0 | -3
Cc1ccc(N(C(C)C(=O)Nc2ccc(S(=O)(=O)N3CCOCC3)cc2)S(C)(=O)=O)cc1C (centres undefined) | 0.1 | 1 | 5.0 | -5 | -1 | -1 | -1 | 1 | -3
COc1ccccc1NC(=O)c1ccccc1Oc1ccccc1 | -0.1 | 2 | 0.0 | -2 | -2 | -7 | -2 | 2 | 3
Cc1ccc(C2CC(=O)N(c3ccc(F)cc3)C3=C2C(=O)CCC3)cc1 (centres undefined) | -0.1 | -2 | 3.6 | 10 | 1 | -1 | 2 | 5 | 4
COc1cc(CC(NC(C)=O)C(=O)NC2CCN(C(=O)Nc3ccccc3Cl)CC2)cc(OC)c1 (centres undefined) | 0.4 | 0 | 2.3 | 3 | -1 | 6 | -2 | -5 | -1
CC(=O)c1c(C)nc(C)nc1NC(=O)Cc1ccccc1 | 0.0 | 2 | -3.5 | -5 | -2 | -2 | -2 | -6 | 3
Cc1ccc(CN2CC(C(=O)Nc3ccc(S(=O)(=O)Nc4cc(C)nc(C)n4)cc3)CC2=O)cc1 (centres undefined) | 0.0 | 1 | 2.2 | 3 | 1 | 2 | -3 | 1 | 8
COC(=O)CN1C(=O)COc2ccc(S(=O)(=O)N3CCCCCC3)cc21 | 0.0 | 1 | 5.0 | 3 | 0 | 1 | -2 | -2 | 4
CCOC(=O)Cc1nnc(NC(=O)c2ccccc2OCC)s1 | 0.0 | -2 | -3.4 | 23 | 7 | 11 | 1 | 2 | -15
COc1ccc(C)cc1S(=O)(=O)NC(C)C(=O)NC1CC1 (centres undefined) | 0.0 | 1 | -3.7 | 11 | -6 | 2 | -12 | 9 | 0
CC(=O)c1ccc(NC(=O)Nc2ccc3c(c2)N(C)C(=O)CS3)cc1 | -0.2 | 4 | -0.6 | 21 | 0 | 2 | -3 | 25 | 3
COc1ccc(NC(=O)CN(C)C(=O)C2CC(=O)N(c3cccc4ccccc34)C2)cc1 (centres undefined) | -0.1 | . | -2.5 | 7 | . | . | -8 | . | 11
Cc1ccc(C)c(NC(=O)c2ccccc2C(=O)c2ccccc2)c1 | 0.3 | -3 | 0.6 | 5 | 2 | -2 | -2 | 13 | 2
C[C@H]1CC[C@@]2(O[C@H](CCO)C[C@H](O)[C@H]2O)O1 | -0.1 | -2 | 1.0 | 6 | 7 | -8 | -2 | 3 | -1
O=C(CC1NCCc2ccccc21)Nc1ccc(Oc2ccccc2)cc1 (centres undefined) | 0.5 | -3 | 2.6 | -3 | 2 | -6 | -3 | -4 | -8
COCC(=O)N1CCCC(C(=O)c2ccc(Oc3ccccc3)cc2)C1 (centres undefined) | 0.1 | -2 | 0.3 | 11 | -2 | -3 | -7 | 4 | 5

High-throughput results from PubChem.
